Bcl-B displacement – displacers of TR3 peptide from Bcl-B, primary screen, selectivity assay for Bfl-1 inhibitor project, biochemical, fluorescence polarization. AID 748. displacement, % at 20 µM, or IC50 in µM where a hit was titrated. actives 0.11% (n = 96,000). FP displacement of FITC-TR3 peptide from Bcl-B; higher % means a stronger effect;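 active = displacement above 50% at 20 µM plus a fluorescence interference ratio under 1.5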;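 note: plate controls were wells without compound for no effect and wells lacking Bcl-B protein for full effect; a part of the inactive calls stands beside numbers as strong as those of hits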
NFkB transloc inh – blocks IL-1B driven NFkB nuclear translocation in HUVEC cells | HUVEC IL-1B NFkB p65 nuclear translocation imaging | inhibition, % at 2 µM | actives 0.43% (n = 94,000) | AID 796;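 active = inhibition above about 30% together with a positive call from visual inspection of the well image, limit read from the data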;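 note: nuclear over cytoplasmic p65 intensity ratio measured by imaging; 0% = IL-1B stimulated DMSO wells and 100% = unstimulated DMSO wells; values of inactives mirror those of a sister screen read the other way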
MRP resist rev – MRP-mediated drug resistance reversal; differential viability (reversal), % at 10 µM; H69AR cells + 2 uM doxorubicin, CellTiter-Glo, 72 h; actives 0.04% (n = 85,000);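 active = viability drop by adding the cancer drug above about 55%, with treated viability meeting a 40% cutoff, limit read from the data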;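 note: viability without doxorubicin minus viability with 2 µM doxorubicin for each compound; larger differential means the compound sensitizes cells more to doxorubicin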
IL1B NFkB pot – enhances IL-1B driven NFkB nuclear translocation; HUVEC IL-1B NFkB p65 nuclear translocation imaging; activation, % at 2 µM; AID 819; actives 0.3% (n = 94,000);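 active = activation above 40%, about the mean plus 3 SD, also judged a hit on visual image review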;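 note: percent activation is computed from the nuclear over cytoplasmic p65 intensity ratio; values of inactives mirror those of a sister screen read the other way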
PLAP inhibitors HTS – inhibition of human placental alkaline phosphatase – biochemical, luminescence, HTS (AID 690); purified PLAP, luminescent substrate; higher % means a stronger effect; inhibition, % at 20 µM; hits with a dose series show IC50 in µM; actives 0.08% (n = 96,000); in the data active = a potency from the dose series; inactive = the rest, 99 in 100 with inhibition below about 30%; note: strong numbers were not always called active
MRP resist rev cytotoxicity – recorded beside MRP resist rev, whose call it bears; viability, %; H69AR cells, CellTiter-Glo, 72 h; measured here: cytotoxicity without doxorubicin
MRP resist rev with doxorubicin – further read-out of MRP resist rev, marked with its call; viability, %; measured here: viability with 2 uM doxorubicin; active compounds read low
NFkB transloc inh cell count 2 µM – further read-out of NFkB transloc inh, marked with its call; cell count; measured here: cells passing quality filter;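 raw number of nuclei counted in each imaged well without normalization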
IL1B NFkB pot cell count 2 µM – also measured in IL1B NFkB pot; calls as there; cell count; measured here: cells passing quality filter
Active calls of the source: *; . = no result given. Some of the compounds tested (hit frequency here may not be typical).

SMILES	Bcl-B displacement	NFkB transloc inh	NFkB transloc inh cell count 2 µM	MRP resist rev	MRP resist rev cytotoxicity	MRP resist rev with doxorubicin	IL1B NFkB pot	IL1B NFkB pot cell count 2 µM	PLAP inhibitors HTS
O=c1cc(-c2ccccc2)nc2nc(-c3ccccc3)[nH]n12	-1.9%	-3.1	173	.	.	.	3.1	173	-29.4%
CSc1nc(N(C)NC(=O)c2ccc(F)cc2)c2ccccc2n1	1.6%	7.2	129	.	.	.	-7.2	129	12.8%
CC(C)Cc1n[nH]c(=O)[nH]1	-1.1%	1.2	173	-6.2	86.0	92.2	-1.2	173	5.6%
Cn1nc(C(F)(F)F)c(C(=O)Nc2ccc(F)cc2F)c1Oc1cccc(Cl)c1	-4.1%	-1.1	147	.	.	.	1.1	147	15.5%
O=C(CSc1nnc(CCCO)n1-c1ccccc1)Nc1nccs1	-1.8%	.	.	2.6	95.2	92.6	.	.	0.4%
O=C(CN(CC1CCCO1)S(=O)(=O)c1ccc(S(=O)(=O)NCC2CCCO2)cc1)Nc1ccccc1 (stereo not given)	-9.0%	3.8	153	13.1	105.2	92.1	-3.8	153	-2.2%
CSc1ccc(C#N)cc1NC(=O)c1cccc(Cl)c1	-7.5%	8.4	133	.	.	.	-8.4	133	2.6%
Cc1cc(-c2nnco2)c(C)n1-c1ccccc1	-8.6%	.	.	17.9	102.4	84.5	.	.	-36.3%
CCc1nc(N)c(C#N)c(-c2ccc(F)cc2)c1C	3.3%	-15.2	187	10.3	92.4	82.1	15.2	187	28.5%
Cn1cc(-c2nc3ccccc3[nH]2)c2ccccc21	-3.6%	5.7	141	-16.1	48.5	64.6	-5.7	141	13.8%
Cc1cc2cc(CNC(=O)c3ccc4c(c3)OCO4)ccc2n1C	27.5%	.	.	4.1	87.9	83.8	.	.	-6.5%
CCNc1nc(Oc2ccc(=O)n(C)n2)nc(N2CCOCC2)n1	-3.7%	-22.5	87	7.4	95.2	87.8	25.1	87	-2.6%
CCOc1ccccc1Nc1nc(-c2sc(NC(=O)c3ccc([N+](=O)[O-])cc3)nc2C)cs1	-2.5%	-13.6	158	.	.	.	13.6	158	3.3%
O=C(Nc1ccccc1)C1Cc2ccccc2CN1C(=O)c1ccco1 (stereo not given)	4.5%	3.5	133	.	.	.	-3.5	133	10.2%
N#CC1=C(SCC(=O)NC23CC4CC(CC(C4)C2)C3)NC(=O)C(C#N)C12CCCCC2 (stereo not given)	.	-11.6	161	-16.2	9.1	25.4	11.6	161	.
COc1ccc(CN2CCN(C(=O)c3cccs3)CC2)c(OC)c1OC	5.5%	17.6	114	4.5	89.5	84.9	-17.6	114	-27.0%
O=C(Cc1cccc2ccccc12)Nc1ccc2oc(-c3ccccc3)nc2c1	-0.3%	1.7	119	-13.6	59.7	73.3	-14.5	38	-11.5%
C/C=C/c1ccc(OCCCNC2CCCC2)c(OC)c1	8.6%	14.8	154	12.3	62.1	49.8	-14.8	154	-5.0%
Cc1ccc(SCC(=O)NC(=O)NCc2ccco2)cc1C	15.9%	-0.4	185	.	.	.	0.4	185	21.4%
Cc1cccc(C)c1OCc1n[nH]c(=S)o1	.	-0.8	97	4.0	89.9	85.9	0.8	97	.
CCOC(=O)C(CC)n1cnc2c(nnn2-c2ccc(C)cc2)c1=O (stereo not given)	1.4%	3.1	247	1.7	96.7	95.1	-3.1	247	3.1%
CCOC(=O)C1=C(CSc2nc3ccccc3s2)NC(=O)NC1c1cccc([N+](=O)[O-])c1 (stereo not given)	-4.9%	-9.0	120	.	.	.	9.0	120	12.5%
COc1ccc(C=O)cc1COc1ccc(F)cc1F	5.0%	-14.6	147	.	.	.	14.6	147	5.4%
Cc1nc2ccccc2nc1N1CCC(C)CC1	-5.4%	-12.9	140	5.6	100.7	95.2	12.9	140	-21.2%
Cc1cccc(-n2c(CCCN3C(=O)c4ccccc4C3=O)nc3ccccc3c2=O)n1	-11.2%	6.5	221	-4.0	94.3	98.2	-6.5	221	2.3%

Part of the list above in order of heavy-atom count, smallest number first.
SMILES	Bcl-B displacement	NFkB transloc inh	NFkB transloc inh cell count 2 µM	MRP resist rev	MRP resist rev cytotoxicity	MRP resist rev with doxorubicin	IL1B NFkB pot	IL1B NFkB pot cell count 2 µM	PLAP inhibitors HTS
CC(C)Cc1n[nH]c(=O)[nH]1	-1.1%	1.2	173	-6.2	86.0	92.2	-1.2	173	5.6%
Cc1cccc(C)c1OCc1n[nH]c(=S)o1	.	-0.8	97	4.0	89.9	85.9	0.8	97	.
Cc1cc(-c2nnco2)c(C)n1-c1ccccc1	-8.6%	.	.	17.9	102.4	84.5	.	.	-36.3%
Cn1cc(-c2nc3ccccc3[nH]2)c2ccccc21	-3.6%	5.7	141	-16.1	48.5	64.6	-5.7	141	13.8%
COc1ccc(C=O)cc1COc1ccc(F)cc1F	5.0%	-14.6	147	.	.	.	14.6	147	5.4%
C/C=C/c1ccc(OCCCNC2CCCC2)c(OC)c1	8.6%	14.8	154	12.3	62.1	49.8	-14.8	154	-5.0%
Cc1ccc(SCC(=O)NC(=O)NCc2ccco2)cc1C	15.9%	-0.4	185	.	.	.	0.4	185	21.4%
CSc1nc(N(C)NC(=O)c2ccc(F)cc2)c2ccccc2n1	1.6%	7.2	129	.	.	.	-7.2	129	12.8%
CCOC(=O)C(CC)n1cnc2c(nnn2-c2ccc(C)cc2)c1=O (stereo not given)	1.4%	3.1	247	1.7	96.7	95.1	-3.1	247	3.1%
O=C(Nc1ccccc1)C1Cc2ccccc2CN1C(=O)c1ccco1 (stereo not given)	4.5%	3.5	133	.	.	.	-3.5	133	10.2%
Cn1nc(C(F)(F)F)c(C(=O)Nc2ccc(F)cc2F)c1Oc1cccc(Cl)c1	-4.1%	-1.1	147	.	.	.	1.1	147	15.5%
Cc1cccc(-n2c(CCCN3C(=O)c4ccccc4C3=O)nc3ccccc3c2=O)n1	-11.2%	6.5	221	-4.0	94.3	98.2	-6.5	221	2.3%
CCOc1ccccc1Nc1nc(-c2sc(NC(=O)c3ccc([N+](=O)[O-])cc3)nc2C)cs1	-2.5%	-13.6	158	.	.	.	13.6	158	3.3%
O=C(CN(CC1CCCO1)S(=O)(=O)c1ccc(S(=O)(=O)NCC2CCCO2)cc1)Nc1ccccc1 (stereo not given)	-9.0%	3.8	153	13.1	105.2	92.1	-3.8	153	-2.2%

Going on with the list:
SMILES	Bcl-B displacement	NFkB transloc inh	NFkB transloc inh cell count 2 µM	MRP resist rev	MRP resist rev cytotoxicity	MRP resist rev with doxorubicin	IL1B NFkB pot	IL1B NFkB pot cell count 2 µM	PLAP inhibitors HTS
Cc1ccc(S(=O)(=O)N2CCCC2C(=O)Nc2nc3c(s2)CCCC3)cc1 (stereo not given)	-1.2%	-5.6	100	-14.6	71.3	85.8	5.6	100	-22.3%
CCOC(=O)CSC(CC)C(=O)Nc1nnc(C(C)C)s1 (stereo not given)	.	14.2	63	8.5	95.4	87.0	-14.2	63	.
CC(C)CCN1CN(S(=O)(=O)c2cccs2)c2nc3ccccc3nc21	0.2%	-1.7	177	-10.9	37.0	47.8	1.7	177	-2.6%
CCN(Cc1ccccc1)C(=O)CSc1nc(C)cc2c1C(=O)OC2	-1.5%	0.4	72	.	.	.	-0.4	72	4.2%
CN(CCC(=O)Nc1ccc(Br)cc1)Cc1ccccc1	0.2%	5.1	124	-16.9	79.7	96.6	-5.1	124	2.0%
O=C(Nc1cccc(OC(=O)c2ccco2)c1)c1ccco1	4.9%	.	.	-4.6	86.0	90.6	.	.	-9.8%
CCOc1ccc(OCC)c(NC(=O)CSc2nc3c(c(=O)n(C)c(=O)n3C)n2C(C)C)c1	3.4%	2.8	116	24.4	46.0	21.5	-2.8	116	-46.1%
CC(=O)Nc1cc2c(cc1C(=O)c1ccccc1)OCCO2	1.7%	7.2	129	-12.7	80.3	93.0	-7.2	129	10.7%
O=C(/C=C/c1ccc([N+](=O)[O-])cc1)NCc1cccnc1	-11.1%	-1.8	85	.	.	.	1.8	85	2.8%
CCN(CC(=O)Nc1ccc2c(c1)OCCO2)c1nc(-c2cccnc2)nc2ccccc12	-3.9%	8.0	188	3.0	75.7	72.6	-8.0	188	-67.0%
C=CCN1CC(O)=C(c2ccccc2)C1=N	-12.5%	2.1	91	2.9	99.0	96.1	-2.1	91	19.1%
Cc1ccc(-n2ncc3c(NCc4ccco4)ncnc32)c(C)c1	-2.2%	.	.	-2.1	57.4	59.6	.	.	-15.0%
c1ccc(-c2cn3c(n2)CCc2ccc4cccnc4c2-3)cc1	-7.4%	-10.4	178	-13.7	49.4	63.1	10.4	178	-36.6%
O=c1c(-c2ccco2)[n+]([O-])c2ccccc2n1OCc1ccccc1F	15.2%	12.2	167	5.9	82.3	76.3	-12.2	167	8.5%
CCOC(=O)CSC(CC)C(=O)Nc1nnc(CC)s1 (stereo not given)	1.4%	3.6	154	-3.0	80.2	83.1	-3.6	154	-5.2%
Cc1cc(C)nc(NS(=O)(=O)c2ccc(NC(=S)NC(=O)CC(C)C)cc2)n1	.	-12.0	128	26.0	111.3	85.3	12.0	128	.
CCN(CC)CCCNC(=O)c1cn(C)c2ccc(S(=O)(=O)N(C)C)cc2c1=O	1.7%	.	.	-4.9	92.9	97.8	.	.	-22.7%
O=C(c1ccco1)N1CCN(c2ncnc3scc(-c4ccc(F)cc4)c23)CC1	.	-7.4	117	-35.5	23.8	59.2	7.4	117	.
CCOC(=O)N1CCC2(CC1)C(C#N)=C(N)Oc1c2c(C)nn1-c1cccc(Cl)c1	22.7%	-14.2	138	-2.3	80.1	82.5	14.2	138	-44.5%
CCC(=O)N1CCc2cc(S(=O)(=O)N3CCc4ccccc4C3)ccc21	-12.4%	4.1	72	6.8	92.7	85.9	-4.1	72	15.0%
CN(c1ccc(F)cc1)S(=O)(=O)c1ccc2[nH]cc(C(=O)O)c(=O)c2c1	-2.9%	.	.	15.7	95.6	79.8	.	.	10.4%
Cc1[nH]c(=O)[nH]c(=O)c1CSc1nnc([C@H](CC(C)C)NC(=O)OC(C)(C)C)o1	1.6%	12.8	124	1.8	89.1	87.3	-12.8	124	-77.2%
N#Cc1nc(COc2ccccc2F)oc1NCCCn1ccnc1	-6.4%	6.7	102	5.0	84.3	79.4	-6.7	102	-6.1%
O=C(NCc1ccco1)C1CC2CCC1C2 (stereo not given)	2.1%	-8.8	196	11.1	97.2	86.1	8.8	196	11.1%
Nc1c(C2=NCCO2)nnn1Cc1ccccc1	-3.7%	-21.4	116	2.1	101.5	99.4	21.4	116	-5.5%
CCOc1cc(/C=N/NC(N)=S)cc(Br)c1OCc1ccccc1C	0.0%	6.7	151	.	.	.	-6.7	151	-18.1%
N#Cc1nc(-c2ccco2)oc1N1CCN(Cc2ccccc2)CC1	-5.9%	-8.1	112	8.2	97.5	89.3	8.1	112	-23.0%
CCCCN1C(=O)C(CC(=O)NCC)SC1=Nc1ccccc1 (stereo not given)	.	11.5	97	-20.5	96.1	116.6	-11.5	97	.
CN(C)C(=O)Cn1c(SCC(=O)NCc2ccc3c(c2)OCO3)nc2ccccc21	.	-1.5	90	7.3	79.6	72.3	1.4	90	.
O=C(CN1CCN(c2ccccn2)CC1)NC1CCCC1	-6.4%	-9.5	176	0.6	93.9	93.3	9.5	176	4.0%

Screening data as filed in PubChem BioAssay.
